PTHR1 agonist: qHTS for PTHR1 Agonists: Primary Screen; Parathyroid hormone/parathyroid hormone-related peptide receptor (Homo sapiens), Q03431; hit rate 0.075% among 410,000; HEK293 GP2 PTHR1 cells, GloSensor cAMP luminescence, 1 h; Potency, µM (doses to about 115 µM), for inactives: at the highest dose activation, hits mostly activators; also: potency is read from the fitted curve at half-maximal effect; nearly all actives have a fitted effect of over 55% in size; some results filed as inactive show a strong effect at the top dose; inactives centre near -15; many of its hits are not listed in these tables
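HEK-293-derived GP2 cells expressing PTHR1 and a GloSensor cAMP reporter, 3,000/well, plated overnight, given luciferin plus IBMX (each 0.5 mM as added) for 1 h at 37 °C, then compound for 1 h at 37 °C. Luminescence was read after 15 min at room temperature.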
GLP1R inv ag: qHTS of GLP-1 Receptor Inverse Agonists (Inhibition Mode) | Glucagon-like peptide 1 receptor (Homo sapiens), P43220 | HEK293 GLP-1R CRE-luciferase, luminescence, 24 h; GLP-1R form is constitutively active | Potency, µM (top dose mostly 38.3 µM), for the others: at the highest dose activity change, negative = inhibition, hits mostly inhibitors | hit rate 1.6% among 410,000 | AID 624417, 2012; also: potency is read from the fitted curve at half-maximal effect; % is scaled to controls: 0 for no effect and ±100 for the full control effect; nearly all actives have a fitted effect of over 55% in size
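HEK293 cells stably co-expressing a cAMP-responsive luciferase reporter and constitutively active GLP-1R were seeded, incubated 12 h, then exposed to compounds for 24 h at 37 C. Luminescence was read 12 min after detection reagent; inverse agonists lower signal.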
EPAC1 ag: qHTS for Agonist of cAMP-regulated guanine nucleotide exchange factor 3 (EPAC1): primary screen; AID 720707, 2013; Potency, µM (doses to about 154 µM), inactives show top-dose activation, actives largely listed as activators; hit rate 0.073% among 360,000; EPAC1 agonist qHTS, biochemical assay; response scale: 100% = response to 6.5 mM cAMP; Rap guanine nucleotide exchange factor 3 (Homo sapiens), O95398; also: potency is read from the fitted curve at half-maximal effect; nearly all actives have a fitted effect of over 60% in size
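Compounds were pinned as a concentration titration into mixtures of EPAC1 (100 nM), BODIPY-GDP-loaded Rap1B (250 nM) and GDP (50 uM). After 5 min at room temperature, fluorescence was followed for 30 min; activity was scaled to 6.5 mM cAMP.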
PLK1 PBD block: qHTS for Inhibitors of PLK1-PDB (polo-like kinase 1 - polo-box domain): Primary Screen; Serine/threonine-protein kinase PLK1 (Homo sapiens), P53350; Plk1 PBD binding of FITC phosphopeptide, fluorescence polarization; Potency, µM, inactives show max response, negative = inhibition, usual class: inhibitors; hit rate 2.8% among 360,000; also: potency is read from the fitted curve at half-maximal effect; series mostly up to about 57 µM; % is scaled to controls: 0 for no effect and ±100 for the full control effect; nearly all actives have a fitted effect of over 65% in size
EPAC1 antag: qHTS for Antagonist of cAMP-regulated guanine nucleotide exchange factor 3 (EPAC1): primary screen. Rap guanine nucleotide exchange factor 3 (Homo sapiens), O95398. EPAC1 GEF assay, Rap1b-BODIPY-GDP exchange fluorescence. Potency, µM (series often up to 115 µM), for the others: top-dose activity change, negative = inhibition, most hits filed as inhibitors. hit rate 0.14% among 360,000. AID 720709, 2013;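 also: potency is read from the fitted curve at half-maximal effect; plate controls were vehicle for no effect and positive control for full effect; nearly all actives have a fitted effect of over 50% in size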
IL2 activator: qHTS of IL-2 Activators. activation, % (series mostly up to about 46 µM). IL-2 activation reporter assay, cell-based qHTS; stimulated with anti-CD3/CD4/CD28 beads; in transgenic mouse T cells. hit rate 0.065% among 360,000; in the data active = activation above about 50%; inconclusive = mostly about 30% to 49%; also: 0% is about no effect
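First, unstimulated transgenic mouse T cells were exposed to compound for 60 min. Next, anti-CD3/anti-CD4-coated beads with anti-CD28 were added. Finally, after 18 h at 37 degrees C, EGFP and DsRed were imaged.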
GLP1R ag: qHTS of GLP-1 Receptor Agonists | Glucagon-like peptide 1 receptor (Homo sapiens), P43220 | HEK293 GLP-1R CRE-luciferase, luminescence, 4-6 h; cells express a hypersensitive GLP-1R form | Potency, µM (doses to about 45.6 µM), inactives show top-dose activation, most hits filed as activators | hit rate 0.007% among 380,000; also: potency is read from the fitted curve at half-maximal effect; % of control where 0% means no effect
GLP1R cytotox: qHTS of GLP-1 Receptor Inverse Agonists: Cytotox Screen | Potency, µM (titrated, usually from 38.3 µM), without a hit: at the highest dose activity change, negative = inhibition, most hits filed as inhibitors | hit rate 0.13% among 410,000 | AID 624418, 2012 | HEK293 cAMP-luciferase reporter cells, luminescence, 24 h;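 also: loss of luciferase light is scored as toxicity; potency is read from the fitted curve at half-maximal effect; % is scaled to controls: 0 for no effect and ±100 for the full control effect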
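Quantitative HTS format, 1536 wells, 200 cells/uL seeded. Compounds: 23 nL, 24 h, 37 °C. Detection: luciferase reagent, luminescence at 12 min RT; decreased signal taken as cytotoxic.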
PI5P4K alpha inh: qHTS for Inhibitors of phosphatidylinositol 5-phosphate 4-kinase (PI5P4K); hit rate 1.2% among 330,000; PI5P4Kalpha enzyme, ADP-Glo luminescence, 60 min; stronger effect = lower value; max response, %; Phosphatidylinositol 5-phosphate 4-kinase type-2 alpha (Homo sapiens), P48426; active = max response of -50% or lower; inconclusive = between -30% and -50%; inactive = -30% or higher; also: value at the top dose of about 77 µM; % is scaled to controls: 0 for no effect and ±100 for the full control effect
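Reactions run in 0.038 M HEPES pH 7.4, 0.28 mM EGTA, 0.1% CHAPS and 5% DMSO, with PI5P4Kalpha, substrate, compound and 5 microM ATP final, one hour at room temperature. Readout is ADP-Glo luminescence.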
Numbers without * were called inactive; i = inactive; ? = inconclusive; · = not tested or not shown; [ ] = remark or other dose. Unless noted, calls follow the shape of the dose curve; as a rule, active = well fitted curve in the direction sought with a large enough effect; inconclusive = small, poorly fitted or top-dose-only effect, or another doubt; inactive = no such curve, though single readings can be large; an effect the other way counts as inactive or inconclusive. This is a subset (hit frequency here may not be typical).

Values run as follows: PI5P4K alpha inh	IL2 activator	GLP1R ag	GLP1R cytotox	EPAC1 antag	PLK1 PBD block	GLP1R inv ag	EPAC1 ag	PTHR1 agonist
O=C(OC1CCOC1=O)c1ccc(-c2nc3ccccc3s2)s1 (stereo not given)
→ -16	0.5	1%	-16%	?	0%	-6%	6%	-8%[57.5 µM]
COc1ccc(S(=O)(=O)NCc2cccnc2)cc1OC
→ 3	-0.9	2%	0%	-20%	1%	16%	7%	i
CC(C)Cn1c(N)c(C(=O)CSc2ncccn2)c(=O)n(C)c1=O
→ -6	-1.0	-8%	-2%	-18%	-1%	13%	-58%[inhibitor]	-9%
COc1ccc2nc(NC(C)=O)sc2c1
→ ·	-2.5	-7%	2%	-8%	-8%	0%	4%	-15%
COc1ccc2c(c1)nc(SCC(=O)C(C)(C)C)n2C
→ ·	-0.8	27%	2%	-8%	-15%	3%	6%	i
CC(C)c1ccc(/C=C/C(=O)NCCC2=CCCCC2)cc1
→ 8	1.4	2%	-29%	-17%	4%	?	7%	-23%
CCCCOC(=O)c1nnc(-c2ccc(Cl)cc2)o1
→ 0	-0.5	4%	13%	-1%	-23%	3%	4%	-17%
CCCS(=O)(=O)NC(=O)C1(C)CCCN(C(=O)c2ccc(OC)cc2)C1 (stereo not given)
→ 1	0.5	-8%	-7%	-7%	-6%	9%	-4%	i
CCN1CCN(CCCNC(=O)c2cn(CCOC)c(=O)c3c2c2ccccc2n3C)CC1
→ ·	0.6	0%	6%	0%	-9%	5%	6%	-18%[57.5 µM]
CN(C)c1ccc(/C=C(\NC(=O)c2ccccc2)C(=O)NCc2cccnc2)cc1
→ -6	0.6	13%	-17%	10%	23%	14%	11%	i
CCOC(=O)c1ccccc1-c1cn2cc(Cl)ccc2n1
→ 2	-2.1	10%	3%	-1%	-11%	-3%	12%	-4%
O=C(CN1C(=O)NC2(CCCC2)C1=O)Nc1cc(S(=O)(=O)N2CCCCC2)ccc1Cl
→ -6	-1.0	4%	-10%	1%	-1%	-24%	-5%	-8%
Cc1ccccc1CSCC(=O)NC1CCCC1
→ 8	0.0	14%	3%	-15%	-20%	-6%	3%	-19%
CN1C(=O)CS/C1=N\NC(=O)COc1cccc2cccnc12
→ -2	-3.1	8%	3%	-11%	-12%	3%	8%	i
Cc1cc(N2CCC(C(=O)NCCC(C)C)CC2)n2nc(C)c(-c3ccc(Cl)cc3)c2n1
→ ·	·	-1%	-5%	·	·	-4%	·	-17%
Cc1[nH]c2ccccc2c(=O)c1CN(C)Cc1ccccc1
→ -1	-2.1	-4%	8%	-6%	-10%	12%	5%	-17%
COc1ccc(Nc2nnc(-c3ccc(C)cc3)c3ccccc23)cc1C(=O)N1CCCCC1
→ -15	-2.4	18%	-20%	-7%	-20%	?	-2%	i
CCn1c(CCC(=O)Nc2cc(F)ccc2C)nc2cc(S(=O)(=O)N(C)C)ccc21
→ ·	-1.6	-8%	-2%	0%	0%	0%	-6%	i
O=C(Nc1nc2c(s1)CN(Cc1ccccc1)CC2)C1CCCC1
→ -8	0.5	1%	-2%[7.66 µM]	8%	4%	-21%[7.66 µM]	-7%	i
Oc1cccc(C=NNc2ccccn2)c1
→ -1	-2.0	0%	1%	5%	-4%	21%	2%	-1%
CC(C)=CCc1c(O)c(CC=C(C)C)c2c(c1O)C(=O)CC(c1ccc(O)cc1)O2 (stereo not given)
→ -29	1.2	11%	-14%	?	-3%	?	-4%	-20%
Cc1ccc(/C(O)=C2/C(=O)C(=O)N(c3ccccn3)C2c2cccc([N+](=O)[O-])c2)cc1 (stereo not given)
→ 0	0.4	-2%	-2%	-10%	0%	-25%	-5%	-13%
COc1ccc(N(CC(=O)Nc2cccc3ccccc23)S(C)(=O)=O)cc1
→ 1	-0.9	-2%	-5%	-21%	3%	-9%	-6%	?
O=S(=O)(c1ccc(F)cc1)n1cnc2ccccc21
→ -1	-2.5	7%	22%	-21%	-9%	2%	2%	-3%
CCc1ccc(N2CC(C(=O)NC3CC3)CC2=O)cc1 (stereo not given)
→ -5	2.2	1%	-20%	-4%	8%	13%	-5%	i
NC1=C(c2ccc(F)cc2)C(=O)CS1
→ 5	-0.1	-13%	-5%	-14%	-29%	10%	8%	i
CCN1C(=O)[C@H]2[C@H]3CN=C(SCc4ccccc4)N3[C@@](Cc3ccccc3)(C(=O)OC)[C@H]2C1=O
→ 0	-0.4	5%	1%	-18%	-20%	7%	-2%	i
O=C(CCN1C(=O)c2ccccc2C1=O)Nc1ccc(-c2cn3ccsc3n2)cc1
→ -4	-2.5	-4%	?	9%	-19%	1%	3%	i
OC(CCN1CCOCC1)(c1ccc(Cl)cc1)C1CCCCC1 (stereo not given)
→ 6	0.7	-2%	-7%	3%	-14%	?	-1%	i
O=C(CNc1ccccc1)N/N=C/c1ccc2c(c1)OCCO2
→ -6	0.8	11%	-2%[1.53 µM]	2%	2%	4%	11%	i
CCC(=O)N1CCN(c2ccnc3cc(Cl)ccc23)CC1
→ -1	2.9	12%	0%	3%	-5%	-24%	-2%	i
Cc1nn(-c2ccccc2Cl)c(Cl)c1/C=C(\C#N)C(N)=O
→ -3	-0.4	2%	?	16%	-1%	-14%	-4%	-21%
Cc1ccc2c(Cl)c(C(=O)N/N=C/c3cccn3C)sc2c1
→ 1	1.1	-3%	-11%	-14%	0%	3%	4%	i
O=C(COC(=O)CNC(=O)c1ccc(Cl)cc1)Nc1cccc(S(=O)(=O)N2CCCC2)c1
→ 10	-0.7	0%	7%	-30%	-8%	15%	9%	i
COc1ccc(NC(=O)Nc2cn(CC(C)C)c(=O)c3ccccc23)c(OC)c1
→ ·	·	10%	-3%	·	·	6%	·	i
COC(=O)c1ccc(NC(=O)C(=O)N2CCN(C(=S)Nc3cccc(OC)c3)CC2)cc1
→ -10	0.9	-13%	-14%	-21%	0%	-23%	4%	-17%
COc1ccc(C(=O)CC(C#N)c2ccc3c(c2)OCO3)cc1OC (stereo not given)
→ -1	-3.7	5%	-8%	8%	7%	77%[activator]	2%	i
COC(=O)C1=C(C)N(c2cc(C)cc(C)c2)/C(=C/c2ccc(O)cc2)C1=O
→ 5	1.5	-3%	-22%	-22%	-14%	?	17%	-52%[inhibitor]
Cc1sc(NC(=O)c2ccccc2)c(C(=O)c2ccccc2)c1C
→ -26	-1.2	20%	8%	-18%	6.7µM*	-19%	10%	-20%
CCCCn1nc2cc(C(=O)NCC3CC3)ccc2c1OCC
→ -3	-0.4	0%	3%	-7%	-1%	4%	-13%	-12%
CCN(CCn1cccn1)C(=O)c1cc(COc2ccccc2SC)on1
→ 7	-2.0	-13%	3%	8%	-2%	-13%	5%	-11%
C(=N\n1cncn1)/c1ccc(N2CCOCC2)cc1
→ 3	-2.7	13%	7%	3%	1%	10%	4%	-20%
COC(C[C@H]1O[C@@H]1C(=O)COCc1ccccc1)OC
→ 3	0.6	-5%	6%	-11%	1%	16%	8%	i
CC1(C)CC(=O)C=C(c2ccc(COC(=O)C3CC3)cc2)C1=O
→ -4	-2.3	24%	1%	6%	-4%	29%	-13%	0%
Nc1c(Cl)cc(C(=O)NC2CC2)cc1Cl
→ 7	-0.3	14%	8%	-4%	-23%	60%[activator]	0%	12%
COc1ccc(COC(=O)c2cccc(S(=O)(=O)N3CCN(C(C)=O)CC3)c2)cc1
→ -4	-5.3	0%	11%	-13%	-3%	18%	-8%	-49%[inhibitor]
CCN1c2ccccc2-c2nc3ccccc3n2C1c1cccs1 (stereo not given)
→ 1	-1.0	-5%	7%	-2%	-4%	?	16%	-25%
CCOC(=O)c1cccc(NC(=O)CSc2nc3cccnc3n2C)c1
→ 0	-2.9	0%	-24%	-18%	-3%	2%	3%	?
O=C(Cc1cccs1)NCc1cccs1
→ ·	0.2	-8%	1%	12%	-5%	-22%	-5%	i
COc1ccc(/C=C(\C#N)C(=O)Nc2ccccn2)cc1
→ -2	0.0	?	-6%	1%	2%	2%	7%	-5%

Continued:
Values run as follows: PI5P4K alpha inh	IL2 activator	GLP1R ag	GLP1R cytotox	EPAC1 antag	PLK1 PBD block	GLP1R inv ag	EPAC1 ag	PTHR1 agonist
CC(=O)c1cccc(NC(=O)C(NC(C)C)c2ccccc2)c1 (stereo not given)
→ -8	-4.7	7%	-3%	4%	0%	12%	-3%	i
O=C(CC(Sc1ccc(Br)cc1)C(=O)O)c1ccc(F)cc1 (stereo not given)
→ 4	-0.8	4%	-27%	-1%	?	?	-5%	-60%[inhibitor]
COc1ccccc1NS(=O)(=O)c1ccc2c(c1)CCN2C(=O)CCC(=O)O
→ 4	-3.1	5%	0%	-6%	-13%	22%	3%	i
CN(C)CC1CCCCC1OC(=O)c1ccc(Cl)cc1Cl (stereo not given)
→ 0	-0.1	-4%	-19%	14%	0%	-17%	-3%	12%

Compound activity from PubChem BioAssay.
